# Bioassay records from PubChem.
# Cycloheximide cs: affects cycloheximide protein synthesis inhibition readout, counter-screen; cell reporter, cycloheximide protein synthesis inhibition counterscreen; max response, %; 300,000 tested, 12% active; AID 2314; in the data active means max response mostly above about 13%, no sharp cut-off; inactive means mostly below about 14%; further: read at 38.3 µM for the half of the compounds with a filed dose; 0% is about no effect
# Pf growth 48h: inhibits P. falciparum growth in the first generation, 48 h; P. falciparum luciferase growth in erythrocytes, 48 h; Potency, µM (titrated, usually from 28.7 µM), inactives show top-dose activity change, negative = inhibition, most hits filed as inhibitors; 310,000 tested, 5.9% active; AID 504832; further: potency means the concentration at half of the fitted maximal effect; on the % scale 0 is the no-effect control and ±100 the full control effect
#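 Cell-based growth assay: transgenic P. falciparum expressing firefly luciferase, cultured in red cells within RPMI 1640 containing 0.5% w/v Albumax, 24 mM bicarbonate and gentamycin. A drop in luciferase activity indicates inhibition.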
# LmPK inh: inhibitors of Leishmania mexicana pyruvate kinase | Q27686 | purified LmPK, Kinase-Glo ATP luminescence, 1 h | Potency, µM (titrated, usually from 57.5 µM), without a hit: at the top dose activity change, negative = inhibition, hits mostly inhibitors | 290,000 tested, 0.37% active | AID 1721; further: potency means the concentration at half of the fitted maximal effect; on the % scale 0 is the no-effect control and ±100 the full control effect
# Target sequence (Q27686 whole entry, looked up): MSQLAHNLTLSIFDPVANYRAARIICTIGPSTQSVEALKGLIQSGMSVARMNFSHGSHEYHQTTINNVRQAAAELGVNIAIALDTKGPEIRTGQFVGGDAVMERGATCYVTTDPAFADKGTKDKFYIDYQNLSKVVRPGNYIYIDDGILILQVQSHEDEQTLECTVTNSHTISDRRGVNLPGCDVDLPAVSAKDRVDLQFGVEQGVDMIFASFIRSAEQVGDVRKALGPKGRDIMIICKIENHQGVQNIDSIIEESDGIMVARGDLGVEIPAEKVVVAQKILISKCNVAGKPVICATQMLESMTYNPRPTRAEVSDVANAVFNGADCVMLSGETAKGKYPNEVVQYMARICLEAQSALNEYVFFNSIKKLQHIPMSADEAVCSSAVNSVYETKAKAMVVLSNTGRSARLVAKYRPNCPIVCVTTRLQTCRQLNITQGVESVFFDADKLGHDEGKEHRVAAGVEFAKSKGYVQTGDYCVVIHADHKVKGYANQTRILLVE
#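 0.1 nM LmPK, 0.5 mM PEP, 0.1 mM ADP; 50 mM imidazole pH 7.2, 7 mM MgCl2, 50 mM KCl; 1 h RT. Kinase-Glo luminescence readout, normalized to no-enzyme (full inhibition) and uninhibited wells.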
# Pf growth 96h: P. falciparum growth inhibition at 96 hour, primary screen for plastid delayed-death inhibitors; P. falciparum luciferase reporter growth, 96 h; Potency, µM (series often up to 28.7 µM), for inactives: at the highest dose activity change, negative = inhibition, most hits filed as inhibitors; 320,000 tested, 6.9% active; AID 504834; further: potency means the concentration at half of the fitted maximal effect; on the % scale 0 is the no-effect control and ±100 the full control effect
#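 Two-generation exposure (96 h) targets delayed-death phenotype. Reporter parasites carrying integrated firefly luciferase, in red cells at 2% hematocrit and 0.05% parasitemia final, kept at 37 C, 5% CO2; luminescence loss indicates inhibition.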
# HCV inh: blocks hepatitis C virus; Potency, µM (titrated, usually from 41.8 µM), inactives show top-dose activity change, negative = inhibition, hits mostly inhibitors; Huh7.5.1 HCVcc-Cre infection, luciferase reporter, 44 h; 340,000 tested, 3.4% active; further: potency means the concentration at half of the fitted maximal effect; on the % scale 0 is the no-effect control and ±100 the full control effect
#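 Luciferase read-out (15 sec integration) after a 15 min room-temperature substrate step quantifies HCVcc-Cre infection. Cells, 1,000 per well, had compound added 4 h post-plating, then virus at ~0.5 moi, and were cultured 44 h.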
# Shiga inhibitor: Shiga toxin inhibition. Vero cells, Shiga toxin protein synthesis inhibition reporter. inhibition, % at 38.7 µM. 290,000 tested, 9.2% active. AID 2315; in the data active means inhibition mostly above about 28%, no sharp cut-off; inactive means mostly below about 43%; further: 0% is about no effect
# TbPYK inhibitor: blocks Trypanosoma brucei pyruvate kinase | Q57TT1 | TbPYK enzyme, Kinase-Glo Plus ATP luminescence, 45 min | AID 624173 | 410,000 tested, 0.12% active | Potency, µM (series often up to 76.8 µM), for the others: at the highest dose activity, negative = inhibition, most hits filed as inhibitors; further: potency means the concentration at half of the fitted maximal effect; on the % scale 0 is the no-effect control and ±100 the full control effect; nearly all actives have a fitted effect of over 50% in size
#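 Enzyme and substrate buffer are dispensed first and compound is pin-transferred. ADP at 130 uM final then starts the reaction, which runs 45 min at room temperature. Detection reagent is added for 10 min before luminescence is imaged.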
# * hit, by the source's call; u = inconclusive; x = not tested or not shown; [ ] = remark or other dose. Unless noted, the call rests on the fitted dose curve; in most records, active means well fitted curve in the direction sought with a large enough effect; inconclusive means small, poorly fitted or top-dose-only effect, or another doubt; inactive means no such curve, though single readings can be large; an effect the other way counts as inactive or inconclusive.
Compound	Cycloheximide cs	Pf growth 48h	LmPK inh	Pf growth 96h	HCV inh	Shiga inhibitor	TbPYK inhibitor
OCCC1CN(Cc2nc3ccc(F)cc3[nH]2)CCN1C1CCCC1 (configuration not stated)	7	11%	0%	3%	-8%	-8	-6%
O=C(c1ccc(CN2CCc3ccccc3C2)cc1)N1CCN(c2ccccc2)CC1	-4	23%	2%	13%	-7%	6	1%
COc1cccc(NC(=O)CC2S/C(=N\S(=O)(=O)c3ccccc3)N(c3ccccc3)C2=O)c1 (configuration not stated)	-3	24%	0%	20%	1%	-4	5%
COc1ccc(-c2cn3nc(SCC(=O)NC4CCCCC4)ccc3n2)cc1	50*	92%[activator]	8%	u	-3%	95*	-4%
O=C(N/N=C/c1ccccc1F)c1cccc2ccccc12	21	82%[activator]	-3%	0%	-7%	40*	2%
CCN1CCN(CCNC(=O)c2ccc(CS(=O)(=O)c3c(Cl)cccc3Cl)o2)CC1	-4	x	-1%	40%	10%	8	-1%
COc1ccccc1Nc1nnc(SC(C)C(=O)NC2CC2)s1 (configuration not stated)	x	10µM*	x	u	3%	x	1%
O=C(Cc1csc(NC(=O)Nc2ccc(Cl)cc2)n1)NCc1cccnc1	x	u	x	7%	u	x	-1%
Cn1cc(C(=O)c2ccccc2C(=O)O)cc1C(=O)C(Cl)(Cl)Cl	1	x	-1%	4%	6%	-4	0%
COc1ccc(-c2noc(COc3ccccc3OC)n2)cc1OC	13*	7%	4%	22%	u	50*	9%
COC(=O)C1C(c2ccccc2)C(C(=O)N2CCN(C)CC2)C1c1ccccc1 (configuration not stated)	1	-20%	-1%	0%	12%	-23	1%
O=C(OCc1ccc(COC(=O)c2ccccn2)cc1)c1ccccn1	30*	19%	-12%	x	-13%	66*	-5%
CCCCn1c(O)c(N=Nc2ccccn2)c2ccccc21	7	-14%	-2%	u	u	8	0%
CCn1c(SCC(=O)Nc2cc(C)nn2-c2ccccc2)nnc1-c1cccs1	-1	-5%	-3%	-10%	4%	26	-3%
O=C(O)c1ccc(C[n+]2c(-c3ccccc3)csc2Nc2ccccc2)cc1	-1	14%	-1%	19%	13%	-6	-9%
O=c1c(N=Nc2ccc(O)cc2)c(-c2ccccc2)[nH]n1-c1ccc([N+](=O)[O-])cc1	-3	11%	-4%	11%	u	-12	-1%
CCOC(=O)C1=C(Nc2ccccc2)CC(C)(O)C(C(=O)OCC)C1c1ccccc1 (configuration not stated)	-3	u	-3%	u	0%	-3	-10%
Cc1ccc(S(=O)(=O)N(C)CC(=O)N2CCCCCCC2)cc1	x	9%	x	u	-3%	x	-3%
Cc1ccc([N+](=O)[O-])cc1S(=O)(=O)Nc1ccc(O)c(Sc2ncn[nH]2)c1	1	34%[activator]	u	29%	21%	-3	u
CC(=O)Oc1ccc(/C=C(\NC(=O)c2ccco2)C(=O)NCc2ccccc2)cc1	-3	7%	1%	-6%	13%	-8	-1%

# Laid out differently: entries from further up
# Below each SMILES: Cycloheximide cs | Pf growth 48h | LmPK inh | Pf growth 96h | HCV inh | Shiga inhibitor | TbPYK inhibitor
> CCOC(=O)C1=C(Nc2ccccc2)CC(C)(O)C(C(=O)OCC)C1c1ccccc1 (configuration not stated)
  -3 | u | -3% | u | 0% | -3 | -10%
> Cc1ccc(S(=O)(=O)N(C)CC(=O)N2CCCCCCC2)cc1
  x | 9% | x | u | -3% | x | -3%

# The listing picks up with the six entries that preceded the break.
Compound	Cycloheximide cs	Pf growth 48h	LmPK inh	Pf growth 96h	HCV inh	Shiga inhibitor	TbPYK inhibitor
O=C(O)c1ccc(C[n+]2c(-c3ccccc3)csc2Nc2ccccc2)cc1	-1	14%	-1%	19%	13%	-6	-9%
O=c1c(N=Nc2ccc(O)cc2)c(-c2ccccc2)[nH]n1-c1ccc([N+](=O)[O-])cc1	-3	11%	-4%	11%	u	-12	-1%
CCOC(=O)C1=C(Nc2ccccc2)CC(C)(O)C(C(=O)OCC)C1c1ccccc1 (configuration not stated)	-3	u	-3%	u	0%	-3	-10%
Cc1ccc(S(=O)(=O)N(C)CC(=O)N2CCCCCCC2)cc1	x	9%	x	u	-3%	x	-3%
Cc1ccc([N+](=O)[O-])cc1S(=O)(=O)Nc1ccc(O)c(Sc2ncn[nH]2)c1	1	34%[activator]	u	29%	21%	-3	u
CC(=O)Oc1ccc(/C=C(\NC(=O)c2ccco2)C(=O)NCc2ccccc2)cc1	-3	7%	1%	-6%	13%	-8	-1%
CCOC(=O)c1ccc(NC(=S)N2CCN(c3ccc(N4CCOCC4)nn3)CC2)cc1	-4	-24%	-1%[11.5 µM]	10%	u	-4	-2%
O=C(/C=C/c1cccs1)c1cc(Br)ccc1OC(=O)N1CCOCC1	-1	u	3%	u	u	-5	2%
O=C(O)C1CCC(CN(Cc2cccc(Br)c2)C(=S)Nc2ccccc2F)CC1 (configuration not stated)	-5	-9%	4%	u	-2%	-15	1%
CN(C)CCN1C(=O)C2C(C(=O)Nc3cc(Cl)cc(Cl)c3)C3C=CC2(O3)C1C(=O)NC1CCCCC1 (configuration not stated)	-7	u	3%	u	8%	23	0%
COc1ccc(C)cc1NC(=O)c1ccc(OC(F)F)cc1	-1	19%	-4%	-19%	u	11	3%
COc1cc(C)nc(NCc2ccccc2)n1	9	3%	2%	u	-1%	8	4%
Cc1ccsc1C(=O)C1CCCN(Cc2ccccc2O)C1 (configuration not stated)	3	u	0%	2%	-10%	-2	-2%
Cc1ccc2nc(SCC(=O)NCc3ccc(S(N)(=O)=O)cc3)[nH]c2c1	1	0%	6%	13%	-8%	-12	-1%
COc1cccc(OC)c1C(=O)Nc1ccc2c3c(cccc13)CC2	1	-8%	-2%	-18%	u	-9	-2%
Cc1ccc(/C=N\NC(=O)Cc2cccn2C)o1	0	23%	1%[11.5 µM]	8%	4%	-1	1%
O=C(O)CN1C(=O)/C(=C\c2cn(CC(=O)N3CCOCC3)c3ccccc23)SC1=S	11	17%	-5%	u	11%	-2	5%
Cc1nc2nc(C)n(-c3ccccc3)c2s1	15	4%	-8%	u	u	20	-8%
COCCCNC(=O)Cn1nnc(-c2ccc(NC(=O)c3ccccc3F)cc2)n1	26*	78%[activator]	3%	-18%	-5%	48*	-1%
CCCC(=O)Nc1cc2c(cc1C(C)=O)OCCO2	-2	7%	0%	42%[activator]	u	2	0%
CC(C)CCNC(=O)CCCOc1ccccc1	2	x	-1%	31%[activator]	-7%	-14	4%
Cc1c(NC(=O)c2cccc(NC(=O)COc3ccc(C#N)cc3)c2)c(=O)n(-c2ccccc2)n1C	x	15%	x	68%[activator]	-2%	x	3%
Cc1cccc(CS(=O)(=O)c2cn(CC(=O)N3CCOCC3)c3ccccc23)c1	11	-12%	-5%	-29%	-4%	21	-18%
COc1ccc(C2C(C(=O)c3ccccc3)N3c4ccccc4C=CC3C2[N+](=O)[O-])cc1 (configuration not stated)	22*	u	3%	9.3µM*	-25%	24	-4%
Cc1cccc(COC[C@H](Cc2ccccc2)N2CCN(C(=O)c3cccc(C)c3)CCC2=O)c1	-3	x	x	x	x	-11	1%
Cc1nc2ccccc2nc1CN1CCN(Cc2ccc(F)c(F)c2)C(CCO)C1 (configuration not stated)	-2	u	0%	u	-4%	3	1%
CCOC(=O)c1ccc(N=C2SC(C(=O)Nc3ccc(C(=O)O)cc3)CC(=O)N2Cc2cccs2)cc1 (configuration not stated)	-4	u	8%	13%	28%	22	-9%
O=C(COC(=O)CSc1ccc([N+](=O)[O-])cc1)NCCCc1ccccc1	-3	10%	3%	24%	14%	16	-1%
CCC1(C)Cc2ccccc2-c2nc(SCC(N)=O)[nH]c(=O)c21 (configuration not stated)	-2	7%[0.00184 µM]	-2%	15%	11%	-4	5%
Cc1nc(N2CCCCC2)c2ccsc2n1	-4	x	0%	-9%	u	-8	x
C=CCn1c(C)c(C(C)=O)c(N2CCOCC2)nc1=S	-3	-5%	1%	8%	-18%	5	-10%
Cc1cc(Br)c(NC(=O)Cn2c([N+](=O)[O-])cnc2C)cc1C	-1	25%	-5%	u	9%	-11	1%
Cc1cc(C)nc(N2CCCC(C(=O)NCC(c3ccccc3)c3ccccc3)C2)n1 (configuration not stated)	-2	u	2%	u	-15%	-4	4%
O=C(CSc1nnc(SCC(=O)NCc2ccc3c(c2)OCO3)s1)NCc1ccc2c(c1)OCO2	-3	18%	3%	x	-2%	23	10%
CCCCNC(=O)c1ccccc1NC(=O)CCC	-3	13%	2%	-1%	6%	-5	5%
Cc1ccc(C(=O)NCc2ccc(Cl)cc2)cc1S(=O)(=O)N1CCCCC1	x	u	x	u	u	x	-1%
N#CC1(NC(=O)COc2ccccc2[N+](=O)[O-])CCCCC1	x	5%	x	37%[activator]	-12%[8.37 µM]	x	u
Clc1ccc(Cc2ccccc2)nn1	-1	-11%	-1%	u	18%	-28	8%
CCOc1ccc(N(C(=O)CNC(=O)c2ccco2)C(C(=O)NC2CCCC2)c2cccnc2)cc1 (configuration not stated)	-2	15%	0%	19%	6%	15	-3%
CCN(C(=O)Cn1c(=O)oc2ccccc21)c1cccc(C(F)(F)F)c1	-4	u	-1%	-10%	4%	24	2%
CCOc1ccc2nc3sc(C(=O)N4CCN(C)CC4)c(N)c3cc2c1	17*	u	3%	x	11µM*	63	2%
COc1cc(CCCN2C(=O)C(=O)NC[C@@H]2c2ccccc2)cc(OC)c1OC	-2	5%	2%	5%	3%	9	-4%
O=C(NNC1=NS(=O)(=O)c2ccccc21)c1cccc([N+](=O)[O-])c1	-3	u	2%	u	3%	-8	-8%
O=C(CN1C(=O)COc2ccccc21)NNC(=O)Nc1ccccc1F	9	44%[activator]	-7%	38%[activator]	6%	-15	-9%
COc1ccc2c(C=O)cn(C)c2c1	-3	26%	-2%	u	-11%	-12	-7%
